BoNT F protease – blocks Botulinum neurotoxin F light chain protease; actives 0.22% (n = 360,000); Multiplex microsphere protease cleavage assay, flow cytometry; inhibition, % at 10 µM; in the data active = inhibition above about 35%, passing the limit was not always enough; inconclusive = no clear call, values can overlap the other calls; note: plate controls were buffer without enzyme for full effect and enzyme alone for no effect
CCHF vOTU inh – blocks the CCHF virus ovarian tumor domain protease; AID 651958; inhibition, % at 11.5 µM; actives 0.55% (n = 370,000); CCHFV vOTU protease, Pep-AMC fluorescence; note: 0% = vehicle wells with enzyme and 100% = no enzyme wells
UGM FP inh – Mtb UDP-galactopyranose mutase inhibition. actives 0.06% (n = 320,000). inhibition, % at 10 µM. AID 504406. purified UGM, fluorescence polarization probe displacement; in the data active = inhibition above about 10%, passing the limit was not always enough; inconclusive = no clear call, values can overlap the other calls
Target sequence (P9WIQ1 whole entry, looked up): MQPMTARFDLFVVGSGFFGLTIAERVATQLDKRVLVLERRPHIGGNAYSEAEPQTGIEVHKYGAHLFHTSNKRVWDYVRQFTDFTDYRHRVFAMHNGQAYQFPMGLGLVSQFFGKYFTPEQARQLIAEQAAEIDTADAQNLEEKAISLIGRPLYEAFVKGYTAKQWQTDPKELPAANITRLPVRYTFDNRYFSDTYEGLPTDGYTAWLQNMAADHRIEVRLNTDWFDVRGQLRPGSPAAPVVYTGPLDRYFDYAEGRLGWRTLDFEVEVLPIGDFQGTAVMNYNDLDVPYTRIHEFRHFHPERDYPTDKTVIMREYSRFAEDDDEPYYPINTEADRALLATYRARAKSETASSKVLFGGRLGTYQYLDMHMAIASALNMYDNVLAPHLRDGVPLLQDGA
FadD28 FP inh – M. tuberculosis FadD28 bisubstrate binding inhibition | inhibition, % at 12.5 µM | FadD28 bisubstrate probe binding, fluorescence polarization | actives 0.22% (n = 360,000) | AID 588549; in the data active = inhibition above about 8.5%, passing the limit was not always enough; inconclusive = no clear call, values can overlap the other calls
Mtb BioA inh – inhibitors of Mycobacterium tuberculosis BioA enzyme; purified M. tuberculosis BioA enzyme, plate reader; inhibition, % at 9.99 µM; actives 0.096% (n = 360,000); in the data active = inhibition above about 40%; inconclusive = no clear call, values can overlap the other calls
VHR inh abs – DUSP3 (human) phosphatase inhibition; recombinant VHR phosphatase, pNPP absorbance; inhibition, % at 13.3 µM; actives 0.52% (n = 290,000); AID 1654; in the data active = inhibition above about 50%; note: some compounds called inactive have numbers as strong as hits
Target sequence (P51452 whole entry, looked up): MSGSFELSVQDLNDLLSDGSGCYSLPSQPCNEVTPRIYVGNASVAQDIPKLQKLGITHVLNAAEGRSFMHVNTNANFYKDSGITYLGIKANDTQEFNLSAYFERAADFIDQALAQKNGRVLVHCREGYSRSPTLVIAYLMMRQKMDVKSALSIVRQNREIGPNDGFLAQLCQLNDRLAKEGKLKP
FBA Mtb inh – inhibits M. tuberculosis FBA enzyme. P9WQA3. purified M. tuberculosis FBA, fluorescence read-out. inhibition, % at 1 µM. actives 2.3% (n = 360,000). AID 588726; in the data active = inhibition above about 27%;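 note: 0% = vehicle and 100% = reference inhibitor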
Target sequence (P9WQA3 whole entry, looked up): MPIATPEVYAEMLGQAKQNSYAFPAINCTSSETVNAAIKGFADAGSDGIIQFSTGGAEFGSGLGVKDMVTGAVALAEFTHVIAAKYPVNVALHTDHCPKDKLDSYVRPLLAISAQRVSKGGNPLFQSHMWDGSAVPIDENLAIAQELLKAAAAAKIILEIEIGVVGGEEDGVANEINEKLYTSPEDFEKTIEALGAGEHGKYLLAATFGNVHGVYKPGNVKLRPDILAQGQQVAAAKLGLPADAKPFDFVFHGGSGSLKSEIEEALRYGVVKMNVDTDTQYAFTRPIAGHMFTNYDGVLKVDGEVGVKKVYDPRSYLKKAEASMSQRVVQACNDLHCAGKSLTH
GDH-TPI counter – GDH-TPI coupled enzyme inhibition counter-screen. inhibition, % at 4.8 µM. AID 588335. GDH-TPI coupled enzyme counterscreen, NADH absorbance. actives 1.2% (n = 360,000);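 note: 0% = DMSO wells and 100% = wells lacking the enzyme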
Rv3671c inh – inhibits the M. tuberculosis serine protease Rv3671c. actives 0.048% (n = 320,000). inhibition, % at 5.96 µM; in the data active = inhibition above about 38%;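 note: extracellular domain of Rv3671c used as enzyme; 0% = enzyme with DMSO and 100% = no enzyme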
MazEF act – activators of E. coli MazEF toxin-antitoxin RNase; actives 0.32% (n = 350,000); P0AE70; FAM/BHQ RNA-DNA oligo cleavage fluorescence, 5 h; AID 504720; activation, % at 20 µM; in the data active = activation above about 50%
Target sequence (P0AE70 whole entry, looked up): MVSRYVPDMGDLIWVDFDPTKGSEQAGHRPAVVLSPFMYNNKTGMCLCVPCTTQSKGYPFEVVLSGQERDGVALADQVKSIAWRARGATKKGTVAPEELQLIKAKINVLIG
* marks the source's active call; other numbers are inactive results; ? = inconclusive; . = no result given. Cut-off read from the data, not from the text of the source, unless noted: active = inhibition above about 30%; inactive = the rest.

SMILES	BoNT F protease	CCHF vOTU inh	UGM FP inh	FadD28 FP inh	Mtb BioA inh	VHR inh abs	FBA Mtb inh	GDH-TPI counter	Rv3671c inh	MazEF act
CCc1nn(-c2cc(Oc3cccc4ccccc34)nc(-c3ccccc3)n2)c(N)c1C#N	1.0	14.0	3.2	0.4	-0.1	-11.1	1.8	-4.4	-1.5	-13.5
Cc1ccc(C(=O)CSc2ncnc3ccccc23)o1	-1.6	11.2	1.4	0.2	1.0	12.5	-1.6	2.5	-3.0	0.4
O=C(COc1ccccc1)Nc1ccc(-c2ccc(N3CCOCC3)nn2)cc1	-7.1	-1.6	-0.1	-2.2	-0.9	.	0.6	8.6	9.8	-1.4
CC12CCC(=O)N1C(C(=O)N1CCN(S(=O)(=O)c3ccccc3F)CC1)CS2 (stereo not drawn)	12.1	-1.7	-1.1	-1.1	.	.	-0.1	3.8	9.9	-4.5
O=C(CCC1COc2ccccc2O1)Nc1ccccn1 (stereo not drawn)	?	2.5	1.5	-2.4	1.5	2.4	-4.2	-7.8	-4.4	6.0
COc1cc(Cl)c(C)cc1NC(=O)CSc1nnc(-c2cccnc2)n1Cc1ccco1	-5.3	4.4	-2.3	-1.1	-0.8	35.7	1.1	-10.9	0.3	-3.9
COCC(=O)N/N=C\c1ccc(OC/C=C/c2ccccc2)c(OC)c1	-7.6	4.6	1.0	-1.1	-7.7	17.5	6.4	11.6	.	2.8
O=C(CSc1ccccn1)Nc1ccc2c(c1)oc1ccccc12	2.7	14.2	-3.0	-0.4	.	10.3	-0.6	16.5	-16.8	9.9
CCOC(=O)c1ccc(-n2c(CCC(=O)O)ccc2-c2cccs2)cc1	4.7	4.4	1.7	2.7	2.9	1.7	1.9	11.0	-12.2	-2.5
Cn1c(=O)c2c(ncn2CCCC(=N)N2CCOCC2)n(C)c1=O	-7.3	13.9	-2.7	-3.8	.	43.8	-1.2	-4.9	5.7	9.2
COc1ccc(CCN2C(=O)c3cccnc3C2=O)cc1OC	.	-6.3	-1.8	0.0	-0.8	11.3	1.9	5.8	-5.1	2.7
CCOC(=O)C1CCN(C(=O)CCn2c(=O)[nH]c3ccccc3c2=O)CC1	-0.2	-6.8	1.9	-1.8	-2.6	6.2	0.6	4.1	6.6	-5.4
CCN1CCN(CCCN(Cc2ccco2)C(=S)Nc2ccc(Cl)cc2)CC1	-7.0	-6.8	-3.0	-0.6	.	9.9	-2.1	8.5	-2.0	-2.4
OCCNc1nc(-c2ccccc2)nc2ccccc12	-4.4	-16.7	-0.5	-1.9	.	8.3	-4.9	5.5	-3.0	3.0
C=CCn1c(=O)c(C(=O)NCCc2ccc(Cl)cc2)c(O)c2cc(OC)c(OC)cc21	-14.7	6.2	0.5	0.2	0.7	-8.3	1.9	1.6	3.4	-8.4
COc1ccc(NC(=O)CN(C)C(=O)c2ccccc2Sc2ncnc3sc(C)c(C)c23)cc1	1.2	-0.1	-3.0	-8.8	-0.9	.	-1.4	2.2	-9.2	3.1
O=C(c1ccc(Cl)c(Cl)c1)c1cnc(Nc2ccccc2)s1	-0.8	-2.6	0.2	-2.5	-1.6	14.0	4.1	9.7	-4.7	-17.1
COc1cc(Nc2ccc(S(N)(=O)=O)cc2)c([N+](=O)[O-])nc1[N+](=O)[O-]	19.9	-1.9	1.6	-2.5	-0.7	-3.8	-2.0	22.9	1.3	9.4
O=C(CCc1ccccc1)NC1(Cc2ccccc2)CCN(CCc2cccs2)C1=O (stereo not drawn)	-1.6	-1.8	1.4	-6.5	-1.6	.	-1.6	0.9	4.5	-0.9
C/C(Cl)=C\Cn1c(N2CCCC2)nc2c1c(=O)n(C)c(=O)n2C	-9.5	-0.1	-1.2	0.4	0.4	.	0.2	3.0	4.0	7.7
NC(=S)Nc1ccc(S(=O)(=O)c2ccc(NC(N)=S)cc2)cc1	-4.2	-1.5	1.0	-4.4	17.9	20.7	2.0	2.0	-11.2	10.8
CCn1c(CCCNC(=O)c2ccco2)nc2ccccc21	-2.2	-0.3	3.3	-0.3	0.4	36.3	-1.6	-5.2	-6.9	9.1
COCCn1c(-c2ccc(NC(C)=O)cc2)nc2c1c(=O)[nH]c(=O)n2CC(C)C	3.2	1.8	1.2	-1.2	-0.2	12.2	126.1*	1.1	-3.8	13.2
O=C(CCC(=O)c1cccs1)NCCc1ccc(F)cc1	4.7	-5.0	-0.2	-4.4	1.1	.	-0.5	-0.7	3.1	-5.0
COc1ccc(N(CC(=O)NC2CC2)S(=O)(=O)c2ccccc2)cc1	6.8	4.8	-0.6	.	0.1	19.6	-4.9	-6.7	11.6	8.4
CC(=O)Nc1sc(NC(=O)c2ccc([N+](=O)[O-])cc2)nc1-c1cccs1	?	-5.0	1.0	-0.6	.	9.5	-0.9	-1.5	10.4	6.6
O=C(Nc1nccs1)c1cc(-c2ccccc2)nn1-c1ccccc1	4.0	-11.5	2.5	-3.4	-0.9	2.1	2.6	2.5	-5.6	-10.8
CCC(=O)Nc1ccc(N2CCOCC2)c(S(=O)(=O)Nc2ccc(Cl)cc2)c1	.	-3.6	-3.1	-0.9	1.5	.	-1.6	-1.8	-2.0	9.2
Cc1cc(OCC(=O)Nc2nccs2)c2c(C)cc(=O)oc2c1	-2.6	-5.0	-1.2	0.7	-0.1	10.4	1.8	1.3	5.1	14.6
O=C1N/C(=N\N=C\c2ccco2)SC1Cc1ccc(F)cc1 (stereo not drawn)	-0.5	9.3	-0.8	-0.2	.	14.4	-0.1	34.3*	14.7	0.7
CN(C)C(=O)CN1CCN(Cc2cn(C)nc2-c2ccc3c(c2)OCCO3)CC1	-3.1	7.7	3.7	0.8	.	18.5	0.6	-4.5	10.4	6.2
CN(C)C(=O)c1ccc(NS(=O)(=O)c2ccc3c(c2)OCCO3)cc1	1.2	1.9	-0.8	-0.5	-0.1	20.8	-2.7	-2.4	-4.4	11.4
COc1ccc(-c2cc(=O)oc3c(C)c(O)c(CN(C)C)cc23)cc1	0.9	-3.3	-1.0	-1.1	1.9	6.0	6.6	10.3	-4.9	0.3
N#Cc1ccc(CN2CCN(C(=O)CNC(=O)Cc3ccccc3)CC2)cc1	.	-6.2	.	-2.3	.	.	2.7	10.9	.	0.5
CCn1nc(C)c(CN2CCCC(C(=O)c3cccc(OC(C)C)c3)C2)c1C (stereo not drawn)	-2.8	6.8	-0.5	-2.5	-1.7	17.3	3.0	1.9	0.1	-4.8
Cc1ccc(CCn2c3c(c4ccccc42)CN(C)CC3)cn1	3.8	-7.9	0.1	0.2	-1.1	36.9	4.4	2.4	-13.0	8.8
COc1ccc(S(=O)(=O)Nc2cccc3c2O[C@H](CN(C)S(=O)(=O)c2ccccc2)[C@@H](C)CN([C@H](C)CO)C3=O)cc1	-3.3	5.4	4.9	-2.5	-3.4	.	-0.1	-5.0	-10.4	0.9
Clc1ccc2c(N3CCCC3)ccnc2c1	-11.7	4.1	-1.9	-1.0	0.5	9.6	-3.6	22.0	-0.8	10.0
CCCCCC(=O)Nc1nc(C)c(-c2csc(Nc3cc(OC)ccc3OC)n2)s1	-8.9	26.2	-2.5	-2.8	-1.4	51.2*	-0.5	13.9	25.8	-8.8
O=C(CSc1nnc(-c2ccc(F)cc2)n1-c1ccccc1)NCCN1C(=O)CSC1=O	-5.0	-8.8	-1.9	-1.1	-2.0	-1.8	-2.5	-0.8	2.2	4.1
CC(=O)NC(=S)Nc1ccc(NC(=O)COc2ccc(C(C)C)cc2)cc1	-3.2	5.0	-0.9	-0.7	0.0	-14.3	0.2	2.5	-0.8	-1.2
COc1ccc(N2CCC(CNC(=S)Nc3cc(C)cc(C)c3)C2)cc1 (stereo not drawn)	-39.6	14.9	0.2	-3.8	0.4	-4.7	-2.5	-6.6	6.2	-6.6
CCC(=O)OCC(=O)c1c(N)n(Cc2ccccc2)c(=O)n(C)c1=O	-1.4	5.0	4.7	-1.2	1.7	5.4	1.7	0.0	1.4	7.4
Cc1ccc(C)c(S(=O)(=O)N/N=C/c2ccc(N(C)C)cc2)c1	-3.6	5.5	-1.5	-4.3	.	3.6	-0.5	5.7	7.7	4.0
CCOc1ccc(CN2CCN(Cc3cnn(CC)c3C)CC2CCO)cc1 (stereo not drawn)	-2.2	4.0	-0.6	-0.2	.	12.2	-0.8	2.2	-3.0	-0.6
O=C(CN1C(=O)CCC1=O)Nc1nc(-c2nc3ccccc3s2)cs1	5.5	-8.3	-1.5	-6.5	0.0	0.9	33.5*	-1.9	5.7	-3.2
C=CCOc1ccc(CNC(C)(C)C)cc1OC	9.2	-4.5	1.4	-3.4	.	20.0	0.5	-12.4	-5.3	6.7
O=C(c1ccc2c(c1)C(=O)N(c1ccc(Cl)cc1)C2=O)N1CCN(c2ccccn2)CC1	-8.0	2.3	0.3	-2.9	-0.9	.	1.5	-1.9	-15.6	-31.6
COc1ccccc1C(=O)N/C(=C\c1cn(S(=O)(=O)N(C)C)c2ccccc12)C(=O)N1CCCCC1	5.3	12.5	-0.3	-3.5	.	-14.6	-4.7	-7.6	1.1	4.2
Cc1ccc(S(=O)(=O)N[C@@H](Cc2ccccc2)C(=O)N2CCC(C(=O)N[C@@H](CCC(N)=O)C(=O)O)CC2)cc1	?	-9.5	-1.3	-1.7	-0.2	3.0	-0.9	0.4	-5.8	0.3
CCC(CO)Oc1cc(NCc2ccccc2OC)c2ncn(C(C)C)c2c1 (stereo not drawn)	-5.9	17.3	1.4	0.4	-0.9	.	3.7	13.8	-6.6	5.0
Cc1ccc(-n2nc3ccc(N)cc3n2)cc1	-23.0	-74.7	2.6	-3.0	-0.3	6.7	64.2*	20.4	-2.2	6.9
CC(C)=C1SC(N2CCN(Cc3ccccc3)CC2)=NC1=O	0.7	2.0	-1.4	-3.0	13.3	10.5	3.7	4.3	-4.2	-2.6
COc1ccc(-c2cn[nH]c2N)cc1OC	-7.4	-11.7	-3.3	-0.2	0.2	16.1	-1.4	10.0	-0.7	-6.4
CCn1ccnc1CN(C)C(=O)c1cc(COc2c(F)cccc2F)on1	-7.0	1.4	-0.2	-0.8	-0.7	-5.7	-1.3	3.2	6.1	-0.6
O=C(CC1C(=O)N(c2ccc(Cl)cc2)C(=S)N1CCc1ccncc1)Nc1ccc(F)cc1 (stereo not drawn)	-24.9	-8.4	-0.1	-2.5	-1.2	30.2	-2.5	15.9	-29.8	-14.0
COc1ccc(C)cc1NC(=O)NNC(=O)C(C)Oc1ccc(F)cc1Cl (stereo not drawn)	-9.8	-0.3	-0.5	-0.4	0.3	17.9	1.1	5.2	-6.7	1.6
CSCC[C@H](NC(=O)[C@H](Cc1ccccc1)n1c(=O)[nH]c2ccccc2c1=O)C(=O)NCC1CCC(C(=O)O)CC1 (stereo partly drawn)	12.1	2.0	1.5	1.6	0.1	24.5	10.9	3.9	-2.9	0.1

Part of the list above, with bars between the fields:
structure | BoNT F protease | CCHF vOTU inh | UGM FP inh | FadD28 FP inh | Mtb BioA inh | VHR inh abs | FBA Mtb inh | GDH-TPI counter | Rv3671c inh | MazEF act
O=C(CSc1ccccn1)Nc1ccc2c(c1)oc1ccccc12 | 2.7 | 14.2 | -3.0 | -0.4 | . | 10.3 | -0.6 | 16.5 | -16.8 | 9.9
CCOC(=O)c1ccc(-n2c(CCC(=O)O)ccc2-c2cccs2)cc1 | 4.7 | 4.4 | 1.7 | 2.7 | 2.9 | 1.7 | 1.9 | 11.0 | -12.2 | -2.5
Cn1c(=O)c2c(ncn2CCCC(=N)N2CCOCC2)n(C)c1=O | -7.3 | 13.9 | -2.7 | -3.8 | . | 43.8 | -1.2 | -4.9 | 5.7 | 9.2
COc1ccc(CCN2C(=O)c3cccnc3C2=O)cc1OC | . | -6.3 | -1.8 | 0.0 | -0.8 | 11.3 | 1.9 | 5.8 | -5.1 | 2.7

Bioassay records from PubChem BioAssay.
